# ATG4B inhibitor: ATG4B (human) cysteine protease inhibition; Q9Y4P1; ATG4B cleavage of LC3-PLA2, NBD-HPC fluorescence, 1 h; inhibition, % at 8.33 µM; 0.51% of 340,000 active; AID 504462; in the data active means inhibition above about 40%
# Target sequence (Q9Y4P1 whole entry, looked up): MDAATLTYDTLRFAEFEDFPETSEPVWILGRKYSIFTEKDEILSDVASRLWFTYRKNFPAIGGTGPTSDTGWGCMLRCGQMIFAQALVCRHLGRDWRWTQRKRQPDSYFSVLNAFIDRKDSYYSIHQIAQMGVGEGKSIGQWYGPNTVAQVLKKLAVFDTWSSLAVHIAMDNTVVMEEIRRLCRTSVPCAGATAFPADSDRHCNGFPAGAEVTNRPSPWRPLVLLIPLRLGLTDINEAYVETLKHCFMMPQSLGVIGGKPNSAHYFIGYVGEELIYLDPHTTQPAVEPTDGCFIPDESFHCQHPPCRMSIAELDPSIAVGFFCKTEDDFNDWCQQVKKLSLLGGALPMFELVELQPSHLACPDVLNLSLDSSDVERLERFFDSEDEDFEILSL
# A3A deaminase: blocks human APOBEC3A ssDNA deamination; P31941; recombinant A3A, FAM/TAMRA ssDNA deamination fluorescence; inhibition, % at 20 µM; 0.41% of 330,000 active; AID 493011;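 active means at least 40% inhibition at 20 µM here, with at most 30% in a related deaminase screen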;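 further: plate controls were A3A with DMSO for no effect and wells lacking A3A enzyme for full effect; some results filed as inactive read as strong as hits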
# Target sequence (P31941 whole entry, looked up): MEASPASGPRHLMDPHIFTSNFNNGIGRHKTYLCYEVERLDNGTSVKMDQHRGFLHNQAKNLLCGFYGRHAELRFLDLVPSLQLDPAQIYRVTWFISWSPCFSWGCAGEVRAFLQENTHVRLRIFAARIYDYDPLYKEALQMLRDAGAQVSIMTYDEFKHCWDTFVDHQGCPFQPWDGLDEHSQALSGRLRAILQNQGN
# hIAP activ: human IAP activation; purified human IAP, CDP-Star luminescence, 30 min; stronger effect = higher value; 1 = vehicle-only enzyme, 0 = enzyme-free background; activation factor at 10 µM; 0.16% of 330,000 active;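 active means activation factor of the enzyme at least 2-fold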; further: the source names both 10 and 20 µM as test concentration; values of inactives mirror those of a sister screen read the other way
# MPTP inh: permeability transition pore inhibition | 1.4% of 360,000 active | isolated mouse mitochondria, Ca2+ swelling absorbance, 30 min | AID 602449 | inhibition, % at 10 µM;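 active means inhibition of 50% or more, scaled per plate between neutral and stimulator controls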;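 further: 0% = DMSO wells given calcium and 100% = 1 mM EGTA wells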
# mIAP act: mouse IAP activation | muIAP, CDP-Star luminescence, 30 min; stronger effect = higher value; 1 = vehicle-only enzyme signal, 0 = enzyme-free wells | activation factor at 10 µM | 0.24% of 330,000 active;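 active means activation factor of at least 2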; further: the source names both 10 and 20 µM as test concentration; values of inactives mirror those of a sister screen read the other way
#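 System: mouse IAP enzyme. Reagent: CDP-Star chemiluminescent phosphatase substrate. Benchmarks: DMSO wells, no-enzyme wells. Times: 30 min enzyme-substrate-compound incubation at room temperature. Detection: luminescence from enzymatic CDP-Star hydrolysis. Doses: test compounds delivered from DMSO solution.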
# beta cell repl: MIN6 beta-cell proliferation induction; MIN6 cells proliferation, ATPlite luminescence, 48 h; cells starved in 0.2% serum; 100% = growth in 10% serum; AID 2380; proliferation, % at 10 µM; 0.29% of 330,000 active;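 active means compounds whose signal lies at least 3.5 SD above the mean of all wells on their plate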;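 further: 0% = DMSO-treated cells in low-serum medium and 100% = 10% serum control; some compounds called inactive have numbers as strong as hits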
# APOBEC3G inh: inhibitors of human APOBEC3G DNA deaminase. Q9HC16. inhibition, % at 20 µM. 0.28% of 330,000 active. recombinant A3G, ssDNA deamination FAM/TAMRA fluorescence;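 active means inhibition of at least 40% at 20 µM, with no more than 30% in the related APOBEC3A deaminase screen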;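 further: plate controls were DMSO wells with A3G for no effect and wells lacking A3G enzyme for full effect; some compounds called inactive have numbers as strong as hits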
# Target sequence (Q9HC16 whole entry, looked up): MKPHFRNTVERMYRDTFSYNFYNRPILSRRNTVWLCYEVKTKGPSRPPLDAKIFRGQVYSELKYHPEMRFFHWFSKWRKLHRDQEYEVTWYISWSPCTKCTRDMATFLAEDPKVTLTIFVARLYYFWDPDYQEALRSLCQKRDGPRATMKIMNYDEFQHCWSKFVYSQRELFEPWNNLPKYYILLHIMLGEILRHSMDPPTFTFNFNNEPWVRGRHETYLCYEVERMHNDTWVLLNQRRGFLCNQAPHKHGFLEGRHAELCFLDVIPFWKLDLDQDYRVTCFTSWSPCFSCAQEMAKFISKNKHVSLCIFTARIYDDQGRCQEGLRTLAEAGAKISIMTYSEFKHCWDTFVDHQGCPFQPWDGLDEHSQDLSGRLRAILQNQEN
# hIAP block: human IAP inhibition; 0.12% of 330,000 active; purified IAP, CDP-Star luminescence, 30 min; P09923; AID 2544; inhibition, % at 10 µM;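 active means inhibition reaching a set limit with compound at 10 µM in the primary screen, cut at about 35% in these data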;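 further: plate controls were DMSO wells with enzyme for no effect and no-enzyme buffer wells for full effect; values of inactives mirror those of a sister screen read the other way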
# mIAP block: blocks mouse intestinal alkaline phosphatase; purified mouse IAP, CDP-Star luminescence, 30 min; inhibition, % at 10 µM; 0.2% of 330,000 active;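 active means inhibition of at least 40% at 10 µM in the primary screen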;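 further: plate controls were DMSO with enzyme for no effect and no enzyme wells for full effect; values of inactives mirror those of a sister screen read the other way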
# * marks the source's active call; other numbers are inactive results; x = no result given.
Structure	ATG4B inhibitor	mIAP act	hIAP block	beta cell repl	hIAP activ	MPTP inh	A3A deaminase	mIAP block	APOBEC3G inh
COc1ccc(NC(=O)NC2CCCc3ccccc32)cc1 (stereo not drawn)	22	1.3	-31	-1	1.3	-0.1	-1	-35	-10
CCOC(=O)C1=C(N)N2C(=O)C(C)SC2=C(C(=O)OCC)C1c1ccc(O)cc1 (stereo not drawn)	-3	0.91	-9	-4	1.1	1.4	2	9	-2
O=C(CSc1nnc(CNc2ccc(F)cc2)n1Cc1ccco1)NC1CC1	9	1	-18	-1	1.2	1.5	-1	-4	-1
COc1ccc(CNC(=O)CN(Cc2ccc(OC)cc2)C(=O)CCC(=O)Nc2nccs2)cc1	-5	1	-8	3	1.1	0.1	-2	0	-7
NS(=O)(=O)c1ccc(Nc2nc(-c3ccc(O)cc3O)cs2)cc1	-19	0.59	-7	-3	1.1	0.9	4	40*	0
Cc1nnc(C)c2c(C)n(-c3ccccc3N)c(C)c12	-9	1.1	-12	-3	1.1	-1.3	0	-14	-3
CCOC(=O)Cn1c(=O)c2c(nc3n2CC(C)CN3Cc2ccccc2)n(C)c1=O (stereo not drawn)	4	1.1	-12	0	1.1	-0.8	-4	-9	-3
O=C(Nc1ccc(-c2cscn2)cc1)C1CCCN(Cc2ccc(CO)o2)C1 (stereo not drawn)	11	1	-31	-1	1.3	0.2	0	-3	-2
CCOC(=O)c1nc(C)n(-c2cc(Cl)cc(Cl)c2)n1	2	1.1	16	-2	0.84	-0.9	-1	-6	-7
O=C(NCC(=O)N1CCN(c2cccc(Cl)c2)CC1)c1ccc(Br)o1	0	1	-9	4	1.1	-1.0	0	-2	-7
O=c1[nH]c(C2C3CC4CC(C3)CC2C4)nc2ccccc12 (stereo not drawn)	1	1.1	3	2	0.97	8.4	49*	-10	-4
Cc1ccc(CNC(=O)Cn2cc(C(F)(F)F)ccc2=O)cc1	0	1.1	2	-2	0.98	1.1	-1	-8	-4
N#C/C(=C\c1ccc(OCC(N)=O)cc1)C(=O)NC1CC1	-4	0.91	-8	5	1.1	-1.0	0	9	-6
O=C(CCN1C(=O)C2CCCCC2C1=O)Nc1cc(F)ccc1F (stereo not drawn)	-3	1	-40	-1	1.4	-0.5	1	-1	-5
CCN(CC)CCCNC1CCS(=O)(=O)C1 (stereo not drawn)	-1	0.94	14	0	0.86	-2.8	-2	6	-7
CC(C)c1ccc(C(=O)N(c2ccccn2)C(C)c2ccco2)cc1 (stereo not drawn)	0	1	-15	-2	1.1	2.7	1	-3	-5
Cc1cccc2c(N)c3c(nc12)N(C)CC3	-2	0.99	1	3	0.99	2.0	-1	1	-4
COc1ccc(C[C@H]2CN3C(=NC[C@@H]3Cc3ccccc3)N2C[C@H](C)NC(=O)CCC2CCCCC2)cc1	x	0.93	7	-7	0.93	x	-5	7	-9
C/C(=N\N=C1\NC(=O)CC(C(=O)O)S1)c1cccs1 (stereo not drawn)	2	0.99	0	2	1	-0.1	-2	1	-2
Cc1ccc(-n2ncc3c(=O)n(CC(=O)N4CCN(c5ccccc5)CC4)cnc32)cc1C	-6	1.1	3	-4	0.97	3.7	3	-6	-2
Clc1ccc(OCc2nn[nH]n2)cc1	4	1	21	-3	0.79	-2.4	29	-2	7
NC(=O)NOCc1ccccc1F	-3	0.97	6	-1	0.94	-1.4	-1	3	-3
CCN(CC)CCN1C(=O)C(=O)/C(=C(/O)c2ccc3c(c2)CC(C)O3)C1c1ccc(OC)cc1 (stereo not drawn)	-1	0.98	-2	0	1	2.6	-6	2	-11
COc1cc(/C=N/Nc2nncn2N)ccc1OCc1c(C)no[n+]1[O-]	0	0.97	6	-3	0.94	2.5	6	3	-4
Cc1ccc2cn[nH]c2c1N	-5	0.92	-15	-2	1.1	-2.3	4	8	-9
CCc1c(C)nc(N2CCN(Cc3ccc4c(c3)OCO4)CC2)[nH]c1=O	-9	1.1	-2	-3	1	-0.2	1	-7	0
O=C(NCCCN1CCOCC1)c1cccc(S(=O)(=O)Nc2ccc(F)cc2)c1	-2	1.1	5	-5	0.95	0.0	-5	-11	-7
FC(F)(F)c1nnc2ccc(Cl)nn12	0	0.99	-11	-6	1.1	-1.6	3	1	-2
CCCN1C(=O)C(Cc2nc3ccccc3c(=O)n2-c2ccccc2)c2cc(C)ccc21 (stereo not drawn)	5	0.99	-6	-2	1.1	-0.3	-1	1	-8
CC1CC(C)CN(C(=O)c2cccc(S(=O)(=O)NCc3ccccc3)c2)C1 (stereo not drawn)	-3	0.98	11	-1	0.89	-1.2	-2	2	-4

# A different layout for part of the listing above:
mol: Cc1ccc(CNC(=O)Cn2cc(C(F)(F)F)ccc2=O)cc1
- ATG4B inhibitor: 0
- mIAP act: 1.1
- hIAP block: 2
- beta cell repl: -2
- hIAP activ: 0.98
- MPTP inh: 1.1
- A3A deaminase: -1
- mIAP block: -8
- APOBEC3G inh: -4
mol: N#C/C(=C\c1ccc(OCC(N)=O)cc1)C(=O)NC1CC1
- ATG4B inhibitor: -4
- mIAP act: 0.91
- hIAP block: -8
- beta cell repl: 5
- hIAP activ: 1.1
- MPTP inh: -1.0
- A3A deaminase: 0
- mIAP block: 9
- APOBEC3G inh: -6
mol: O=C(CCN1C(=O)C2CCCCC2C1=O)Nc1cc(F)ccc1F (stereo not drawn)
- ATG4B inhibitor: -3
- mIAP act: 1
- hIAP block: -40
- beta cell repl: -1
- hIAP activ: 1.4
- MPTP inh: -0.5
- A3A deaminase: 1
- mIAP block: -1
- APOBEC3G inh: -5
mol: CCN(CC)CCCNC1CCS(=O)(=O)C1 (stereo not drawn)
- ATG4B inhibitor: -1
- mIAP act: 0.94
- hIAP block: 14
- beta cell repl: 0
- hIAP activ: 0.86
- MPTP inh: -2.8
- A3A deaminase: -2
- mIAP block: 6
- APOBEC3G inh: -7

# Additional entries:
Structure	ATG4B inhibitor	mIAP act	hIAP block	beta cell repl	hIAP activ	MPTP inh	A3A deaminase	mIAP block	APOBEC3G inh
CCCCOc1cccc(C(=O)N(Cc2cccs2)C2CCS(=O)(=O)C2)c1 (stereo not drawn)	-2	1	6	1	0.94	-0.1	2	0	0
COc1ccccc1/C=N\Nc1cn[nH]c(=O)c1Cl	-12	0.91	-9	-3	1.1	0.2	0	9	-7
O=C(NC1CCCCC1)c1cc(C2CC2)nn1-c1ccccc1	2	1	14	3	0.86	-0.8	-2	-1	-4
CCn1c(CNc2ccc(F)cc2)nnc1SCC(=O)OC1CCCCC1	-8	1.1	2	0	0.98	1.4	1	-8	-2
O=C1CCCN2N=C(SCC(=O)Nc3ccc(F)cc3F)SC2=N1	-6	0.97	10	-1	0.9	1.4	0	3	-5
O=C(CN1C(=O)NC2(CCCCC2)C1=O)N1CCN(S(=O)(=O)c2ccccc2)CC1	-16	1.2	-3	-1	1	-1.3	5	-18	-3
CN(Cc1cccc(F)c1)C(=O)CSc1nnnn1C1CC1	10	0.99	12	0	0.88	-1.2	1	0	-13
CCC1(C)Cc2c(sc3nnn(CC(=O)Nc4ccc(C)cc4)c(=O)c23)CO1 (stereo not drawn)	-7	0.89	9	-4	0.91	-1.3	3	11	1
Cc1cccc(NS(=O)(=O)c2nnc(NC(=O)c3cccc(C)c3)s2)c1	1	1	20	-3	0.81	1.9	-4	-1	-8
COc1cccc(CNC(=O)c2ccc(NS(=O)(=O)c3ccc4[nH]c(=O)[nH]c4c3)cc2)c1	-4	1	13	-3	0.87	1.0	2	-1	-2
COc1ccc(C(c2nnnn2Cc2ccccc2)N2CCN(C(=O)c3ccco3)CC2)cc1 (stereo not drawn)	-14	0.94	17	-2	0.83	-1.9	2	6	0
CCOC(=O)C1=C(c2ccccc2)NC(=O)NC1c1ccc(O)c(OCC)c1 (stereo not drawn)	-18	1.1	-12	5	1.1	-0.5	-3	-7	-11
COc1cc(/C=C(\NC(C)=O)C(=O)NC(C)(C)CC(C)(C)C)ccc1OC(C)=O	6	0.95	3	-1	0.97	25	3	5	-1
c1ccc(OCc2nn3c(Cn4cnc5ccccc54)nnc3s2)cc1	-2	0.87	12	0	0.88	-0.7	-2	13	28
COc1ccc(N2C(=O)CCC2(C#N)c2ccc(OC)cc2)cc1 (stereo not drawn)	-2	1	6	1	0.94	0.7	-1	-1	-1
O=C(COC(=O)c1ccco1)Nc1ccc2c(c1)OCO2	-15	1	-5	0	1	0.6	3	-1	-5
CC(=O)Nc1ccc(Oc2ncccn2)c(Cl)c1	-1	0.99	13	0	0.87	-2.2	-3	1	-5
Cc1ccc(C(=O)CN(Cc2ccccc2)C2=NCCS2)cc1	-3	0.9	-15	-2	1.2	0.4	-1	10	-7
Cc1cc(N/N=C/c2ccccc2Br)nc2ccccc12	0	0.96	2	-2	0.98	15	2	4	-1
CCC1CCCCN1C(=O)Cn1c(=O)oc2ccccc21 (stereo not drawn)	-3	1	3	0	0.97	9.2	1	-4	-1
COc1ccc(/C=N/NC(=S)NC2CCS(=O)(=O)C2)cc1OC (stereo not drawn)	0	1.1	-3	-2	1	-0.8	-5	-8	-5
O=C(NCCCl)Nc1cccnc1Cl	-6	0.92	3	1	0.97	-0.4	-2	8	-3
Cc1cccc(NCN2C(=O)c3ccncc3C2=O)n1	-3	1	-9	-1	1.1	-0.3	1	-2	-6
CS(=O)(=O)N1CCC(C(=O)Nc2ccc(F)cc2F)CC1	-10	0.99	5	5.7*	0.95	-1.7	-2	1	-2
O=C(NCc1ccccc1)C1=C[C@@H](c2ccccc2)C[C@@H](OCCCCO)O1	0	0.99	-1	-3	1	0.8	-1	1	-7
COc1ccc(CCN(C)C(=O)C2CCN(Cc3ccccc3)CC2)cc1OC	-7	1	-13	1	1.1	0.2	14	-1	-11
C=CCOc1ccc(C(=O)Nc2ccccc2C(=O)N2CCCC2)cc1	-3	0.97	-26	1	1.3	0.5	-3	3	-1
O=C(c1cc2ccccc2oc1=O)N1CCOCC1	-2	1	-11	-3	1.1	1.0	1	0	5
CCOC(=O)Cn1c(S(=O)(=O)Cc2ccc(F)cc2)nc(-c2ccccc2)c1-c1ccccc1	6	0.84	10	-5	0.9	0.0	-5	16	-5
COCC(C)n1c(=O)sc2ccccc2c1=O (stereo not drawn)	3	1	-19	-3	1.2	-0.1	-3	-1	-7
COC(=O)c1ccc(CN2CCC(n3nccc3NC(=O)C3CCCC3)CC2)cc1	5	1.2	-6	-2	1.1	1.0	5	-18	3
O=C(NC(=S)N1CCN(c2ccc([N+](=O)[O-])cc2)CC1)c1ccccc1Cl	2	0.85	-15	-1	1.2	1.5	0	15	-4

# Profiles, quoted from the list. Values in the order: ATG4B inhibitor	mIAP act	hIAP block	beta cell repl	hIAP activ	MPTP inh	A3A deaminase	mIAP block	APOBEC3G inh
# Cc1cccc(NCN2C(=O)c3ccncc3C2=O)n1 in the list: -3	1	-9	-1	1.1	-0.3	1	-2	-6
# CS(=O)(=O)N1CCC(C(=O)Nc2ccc(F)cc2F)CC1 in the list: -10	0.99	5	5.7*	0.95	-1.7	-2	1	-2

# Quoted from the listing:
# COc1ccc(C(c2nnnn2Cc2ccccc2)N2CCN(C(=O)c3ccco3)CC2)cc1 (stereo not drawn) | hIAP block: 17
# C=CCOc1ccc(C(=O)Nc2ccccc2C(=O)N2CCCC2)cc1 | A3A deaminase: -3
# O=C(NC1CCCCC1)c1cc(C2CC2)nn1-c1ccccc1 | APOBEC3G inh: -4

# Bioassay records as filed in PubChem BioAssay.
